GPR55 antagonists: inhibition of LPI-stimulated GPR55 beta-arrestin translocation – imaging, U2OS, beta-arrestin-GFP, LPI agonist, primary screen (AID 2013). inhibition, % at 10 µM, or IC50 in µM where a hit was titrated. 0.13% of 290,000 active. U2OS GPR55 beta-arrestin-GFP translocation imaging, LPI antagonism; higher % means a stronger effect;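 active = spots per cell inhibited over 60%, with over 100 cells counted and total cytoplasm intensity under 500,000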;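 note: U2OS cells stably carrying GPR55 and arrestin-GFP stimulated by 5 µM LPI near EC80; imaged beta-arrestin-GFP aggregate spots per cell after agonist stimulation; plate controls were LPI-stimulated DMSO wells for no effect and DMSO wells without LPI for full effect; some results filed as inactive read as strong as hits; confirmed hits need IC50 under 10 µM and bright autofluorescent wells are also inconclusive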
KOR beta-arrestin-1: kappa opioid receptor blockers – cell-based, luminescence, uHTS (AID 1778); KOR beta-arrestin recruitment, luminescence, antagonist mode; higher % means a stronger effect; inhibition, % at 10 µM, or IC50 in µM where a hit was titrated; 0.091% of 290,000 active; note: strong numbers were not always called active
HEK293 NOD2/NF-kB: inhibition of NOD2-driven NF-kB reporter – cell-based, luminescence, uHTS, HEK293 (AID 1566); HEK293 NOD2/NF-kB luciferase reporter, luminescence; higher % means a stronger effect; inhibition, % at 4 µM; hits with a dose series show EC50 in µM; 0.63% of 290,000 active; note: many of its hits are not listed in these tables
SV40 large T antigen: SV40 large T antigen inhibitors, biochemical (AID 1903); SV40 large T antigen ATPase/helicase inhibition assay; higher % means a stronger effect; inhibition, % at 20 µM, or IC50 in µM where a hit was titrated; 0.39% of 310,000 active; in the data active = a potency from the dose series; note: strong numbers were not always called active
MgcRacGAP inhibition: MgcRacGAP GTPase-activating activity inhibitors, confirmation, biochemical, ADP Hunter fluorescence; MgcRacGAP-stimulated Rac1 GTP hydrolysis, ADP Hunter fluorescence; higher % means a stronger effect; GST-tagged Rac1 F28L mutant substrate; inhibition, % at 30 µM, or IC50 in µM where a hit was titrated; 0.6% of 340,000 active; AID 624330;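 active = first-screen hits whose inhibition reached a set limit at any dose in the follow-up dose series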;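 note: fluorescence reports GDP produced by GAP-driven GTP hydrolysis; strong numbers were not always called active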
GPR55 activation: selective activators of receptor GPR55 – imaging, U2OS cells, beta-arrestin-GFP redistribution, primary screen (AID 1961); U2OS GPR55 beta-arrestin-GFP redistribution imaging; higher % means a stronger effect; activation, % at 10 µM; hits with a dose series show EC50 in µM; 0.048% of 290,000 active;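 active = activation above 40% with more than 50 cells counted in the well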;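 note: U2OS osteosarcoma cells stably expressing GPR55 and beta-arrestin-GFP; plate controls were DMSO negative control for no effect and LPI positive control for full effect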
HIV fusion peptide: cell-free HIV fusion peptide-binding blockers – biochemical, uHTS, fluorescence dequenching, primary screen (AID 1986) | inhibition, % at 20 µM; hits with a dose series show IC50 in µM | 0.3% of 290,000 active | cell-free peptide binding, fluorescence dequenching, 30 min; higher % means a stronger effect; in the data active = inhibition mostly above about 52%, no sharp cut-off; inactive = mostly below about 76%; note: some results filed as inactive read as strong as hits
KOR beta-arrestin-2: kappa opioid receptor activators – cell-based, luminescence, uHTS, primary screen (AID 1777) | KOR beta-arrestin recruitment, luminescence; higher % means a stronger effect | one-dose activation, % at 10 µM; EC50 in µM for titrated hits | 0.02% of 280,000 active; in the data active = activation above about 50%, passing the limit was not always enough; note: a part of the inactive calls stands beside numbers as strong as those of hits
NOD1 inhibition: NOD1 signaling inhibitors, primary screen, cell-based, luminescence, uHTS (AID 1578) | NOD1-driven NF-kB luciferase reporter cells, luminescence; higher % means a stronger effect | inhibition, % at 4 µM, or EC50 in µM where a hit was titrated | 1% of 290,000 active; in the data active = inhibition mostly above about 36%, no sharp cut-off; inactive = mostly below about 34%;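 note: HEK-293T reporter cells stimulated with the NOD1 agonist gamma-tri-DAP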
* = called active by the depositor; . = not tested or not shown; [ ] = remark or other dose. Cut-off read from the data, not from the text of the source, unless noted: active = inhibition above about 50%; inactive = the rest. A portion of the library; rates above refer to the full screens.

GPR55 antagonists	KOR beta-arrestin-1	HEK293 NOD2/NF-kB	SV40 large T antigen	MgcRacGAP inhibition	GPR55 activation	HIV fusion peptide	KOR beta-arrestin-2	NOD1 inhibition	molecule
-8%	-14%	19%	.	12%	0.0%	-0.3%	-2.2%	8%	COc1ccc(N2CCN(C(=O)c3ccc(COc4ccc([N+](=O)[O-])cc4)o3)CC2)cc1
-4%	7%	11%	1%	6%	-0.2%	-0.4%	0.7%	4%	CCOC(=O)C1CCN(C(=O)c2cccnc2Oc2ccc(Cl)cc2)CC1
10%	-40%[20 µM]	8%	9%	6%	0.2%	-0.1%	-4.9%	-25%	CCC1(C)CC(CCN(Cc2ccco2)C(C)=O)(c2ccccc2)CCO1 (stereo not drawn)
3%	12%	7%	19%	7%	-0.2%	-0.2%	1.2%	-14%	O=C(Cn1c(=O)n(-c2cccc(C(F)(F)F)c2)c(=O)c2sccc21)NCC1CCCO1 (stereo not drawn)
20%	16%	-35%	4%	1%	0.2%	-3.0%	-2.0%	-16%	COc1ccc(NC(=O)CSc2nnc(Cc3cccn3C)n2CCc2ccccc2)cc1OC
0%	-16%	-8%	9%	1%	-0.1%	1.7%	0.6%	-43%	O=C(OCC(=O)N1CCCC1)c1cccc(Br)c1
-10%	-44%	9%	9%	-10%	-0.3%	-0.3%	-2.2%	-24%	O=C(NCCCn1ccnc1)/C(=C\c1cccs1)NC(=O)c1cccs1
-2%	20%	28%	5%	5%	-0.1%	-0.4%	-4.8%	0%	CCOC(CCNC(=O)c1cc2c(=O)[nH]c3ccccc3c2s1)OCC
27%	1%	14%	5%	9%	0.3%	0.3%	0.6%	-26%	Cc1c(C(=O)NCCN2CCCC(O)C2)oc2c(F)cccc12 (stereo not drawn)
8%	42%	29%	15%	-6%	0.1%	2.6%	3.2%	10%	Cc1onc(-c2ccccc2)c1C(=O)NC(=S)Nc1sc2c(c1C#N)CCC(C)C2 (stereo not drawn)
-1%	-11%	-55%	26%	7%	0.2%	6.8%	-2.9%	-54%	Cc1oc(C(C)(C)C)cc1C(=O)Nc1cccc(C(=O)O)c1
10%	-12%[20 µM]	4%	12%	1%	-0.1%	-0.6%	-4.6%	-4%	COc1ccccc1CNC(=O)[C@H](C)NC(=O)C1CCN(C(=O)[C@@H](N)Cc2ccccc2)CC1
-10%	-3%	2%	6%	6%	-0.3%	-0.3%	2.9%	-2%	CCOC(=O)Cc1csc(NC(=O)CN2C(=O)c3ccccc3C2=O)n1
6%	-10%	14%	1%	7%	0.3%	-0.3%	0.4%	4%	CC(C)N(CCNC(=O)C1CCN(S(=O)(=O)N2CCOCC2)CC1)Cc1ccccc1
11%	2%	13%	-3%	2%	-0.1%	-2.8%	4.4%	-4%	CCOc1ccc(N(CC(=O)N2CCCC2)S(=O)(=O)c2c(C)noc2C)cc1
6%	12%	14%	26%	4%	-0.1%	-0.6%	3.9%	-4%	O=C1CCCC2=C1C(c1cccs1)n1ncnc1N2 (stereo not drawn)
-2%	19%	3%	-4%	6%	0.1%	-0.8%	1.6%	0%	NC1=NC(=O)/C(=C/c2ccccc2OS(=O)(=O)c2ccccc2)S1
-1%	8%	17%	-1%	9%	0.8%	0.1%	-8.7%	-20%	COC(=O)CCP(=O)(O)Cc1ccccc1CP(=O)(O)CCC(=O)OC
2%	19%	-66%	7%	11%	0.4%	-2.1%	2.6%	-15%	Clc1cccc(Cl)c1Cn1nnc(N2CCCC2)n1
-1%	-9%	10%	6%	2%	0.2%	0.6%	-2.9%	1%	CCOC(=O)c1c(C)[nH]c(C(=O)COC(=O)C23CC4CC(CC(Cl)(C4)C2)C3)c1C

Next section
GPR55 antagonists	KOR beta-arrestin-1	HEK293 NOD2/NF-kB	SV40 large T antigen	MgcRacGAP inhibition	GPR55 activation	HIV fusion peptide	KOR beta-arrestin-2	NOD1 inhibition	molecule
9%	-13%	6%	18%	5%	-0.2%	31%	-0.3%	-15%	O=C(/C(=N\Nc1ccc(Br)cc1)Sc1nnnn1-c1ccccc1)c1ccccc1
5%	-4%	20%	0%	2%	0.0%	-3.4%	1.3%	-5%	Cc1ccccc1CNC(=O)/C=C\C(=O)O
4%	12%	-34%	0%	6%	-0.2%	-0.2%	0.4%	-45%	Cc1cc(C)cc(-c2nc(-c3ccncc3)no2)c1
3%	6%	-12%	7%	7%	0.0%	0.3%	-0.9%	-10%	CCCOc1cccc(C2C(C(=O)c3cccs3)=C(O)C(=O)N2CCN2CCOCC2)c1 (stereo not drawn)
-20%	-35%	-4%	10%	-1%	-0.6%	-2.3%	1.4%	-28%	CC(=O)c1ccc(NC(=S)NCCc2ccc(S(N)(=O)=O)cc2)cc1
-1%	-40%	-3%	15%	-2%	-0.2%	0.7%	3.2%	-17%	O=C1NC2(CCCCCC2)Cc2ccccc21
-12%	-3%	6%	7%	7%	-0.1%	0.0%	5.0%	-21%	Cc1ccc2nc(CNC(=O)C3CCC(=O)N(Cc4ccccc4F)C3)cn2c1 (stereo not drawn)
-10%	-4%	-1%	6%	7%	0.0%	3.1%	1.5%	31%	Cc1ccc2nc(SCC(=O)NCC3CCCO3)c(C#N)cc2c1 (stereo not drawn)
-27%	-42%	12%	1%	6%	-0.4%	-2.1%	5.1%	5%	CCOc1ccccc1C1CC(=O)NC2=C1C(=O)CCC2 (stereo not drawn)
-4%	-25%	-14%	-1%	6%	1.1%	1.7%	-3.5%	14%	CCOC(=O)c1c(-c2cccc([N+](=O)[O-])c2)csc1NC(=O)CCCOc1ccccc1
5%	23%	10%	9%	13%	-0.2%	114%*	9.3%	-22%	CCOC(=O)/C(=C/C=C1\Sc2ccccc2N1CC)C(C)=O
-16%	-24%	-15%	22%	8%	-0.1%	-0.7%	1.3%	-34%	O=C1CC2C(=O)NCCN2C(=NC(=O)c2ccccc2)N1 (stereo not drawn)
24%	11%	6%	16µM*	41µM*	-0.1%	-2.1%	1.4%	-26%	O=C(Nc1ccc(O)cc1)C1CC=CCC1 (stereo not drawn)
16%	29%	-102%	14%	0%	0.3%	0.4%	0.1%	-8%	Cc1occc1C(=O)N/N=C/c1ccc2c(c1)OCO2
16%	-6%	1%	3%	3%	0.1%	0.6%	1.8%	-34%	O=C(CSc1ccccn1)N/N=C/c1c[nH]c2ccccc12
6%	-13%	7%	19%	-3%	-0.5%	-3.2%	-2.4%	-34%	CCCCn1c(=O)[nH]c(=O)c2c1nc(-c1cc3c(cc1Br)OCO3)n2C
0%	8%	-26%	0%	5%	0.3%	3.1%	2.4%	-41%	O=C(Nc1ccccc1)c1ccc2c(c1)OCO2
10%	5%	-7%	17%	-9%	0.3%	-1.7%	-2.4%	-8%	Cc1[nH]c2ccccc2c1C(=O)CSc1nc2ccccc2[nH]1
4%	10%	7%	-1%	16%	0.5%	2.4%	-6.3%	-27%	Cc1ccc2nc(N=C(N)N)nc(C)c2c1
-9%	-5%[20 µM]	-1%	14%	6%	-0.2%	0.8%	.	-7%	Cc1ccc(S(=O)(=O)NCCCC(=O)N2CCC(C)CC2)cc1

(cont.)
GPR55 antagonists	KOR beta-arrestin-1	HEK293 NOD2/NF-kB	SV40 large T antigen	MgcRacGAP inhibition	GPR55 activation	HIV fusion peptide	KOR beta-arrestin-2	NOD1 inhibition	molecule
-2%	-27%	10%	10%	11%	0.2%	2.0%	0.0%	7%	CCc1cc(=O)[nH]c(SCc2cccc3ccccc23)n1
-2%	-11%	13%	16%	20%	-0.3%	1.5%	-3.9%	-6%	COc1cccc(C2=Nc3cccc4cccc(c34)N2)c1
6%	-17%[20 µM]	18%	.	8%	-0.1%	-1.4%	-0.6%	15%	COc1ccc(CCNC(=O)c2ccc3nc(N4CCOCC4)sc3c2)cc1OC
-5%	-12%	4%	6%	13%	0.0%	-1.6%	-3.6%	-2%	CC(=O)Nc1cccc(C(=O)N/N=C/c2cccc(C)n2)c1
14%	6%	0%	3%	2%	-0.1%	-1.9%	-0.1%	-4%	O=S(=O)(Nc1ccc(F)cc1)c1ccc(NC(=S)Nc2ccccc2)cc1
2%	-21%	-2%	19%	9%	1.2%	1.6%	-5.6%	12%	Cc1ccc(Cl)cc1NC(=O)c1ccc(CSc2nnnn2C)cc1
6%	0%	3%	17%	3%	-0.1%	0.6%	4.5%	5%	CC(=O)C1=C(c2ccccc2)NC(=O)NC1c1ccccc1OCC(=O)NCc1ccccc1 (stereo not drawn)
7%	27%	-14%	7%	7%	-0.2%	-0.6%	1.1%	-25%	O=C(CN(Cc1ccco1)C(=O)CNS(=O)(=O)c1ccc(F)cc1)NCc1ccco1
-4%	-46%	5%	5%	7%	-0.2%	12%	-1.4%	-21%	COc1cccc(/C=N/NC(=O)C(=O)Nc2ccccc2OC(F)(F)C(F)F)c1O
11%	-14%	15%	10%	4%	0.1%	1.2%	7.9%	24%	CCOC(=O)C1=C(C)C(c2cccc(Oc3ccccc3)c2)NC(=S)N1 (stereo not drawn)
4%	2%	-8%	-3%	9%	-0.1%	-0.2%	-1.4%	-26%	CCOc1ccc(CCNC(=O)CN2C(=O)NC3(CCCC3)C2=O)cc1OCC
10%	-18%	16%	11%	5%	-0.2%	-3.1%	0.7%	9%	CC1(C)CC(=O)C2=C(C1)N(Cc1ccco1)C(=O)C2(NC(=O)c1ccc(Cl)cc1Cl)C(F)(F)F (stereo not drawn)
10%	30%	-61%	15%	5%	-0.1%	-1.1%	-2.5%	-55%	CCOC(=O)c1sc(NC(=O)c2ccc(C)o2)nc1C
5%	28%	1%	7%	4%	0.0%	-0.2%	-4.0%	8%	CC(=O)Nc1ccc(NC(=O)/C(Cl)=C/c2ccccc2)cc1
-13%	-53%	-6%	0%	6%	0.2%	-0.3%	-3.8%	-37%	CC(C)c1ccc(N(C(=O)CNC(=O)c2ccco2)C(C(=O)NC2CCCC2)c2ccncc2)cc1 (stereo not drawn)
1%	-42%	1%	9%	11%	-0.1%	-0.9%	3.3%	2%	CCSc1cc(C)nc2ncnn12
3%	-34%[20 µM]	3%	9%	2%	-0.1%	2.8%	-2.9%	-8%	NS(=O)(=O)c1cc(C(=O)OCC(=O)c2ccc3c(c2)OCCO3)ccc1Cl
-2%	-29%	0%	6%	10%	0.0%	-1.9%	1.8%	-21%	COc1ccc(-c2csc(N(Cc3ccccc3)C(=O)COc3ccc(Cl)cc3)n2)cc1
5%	10%	9%	17%	9%	-0.1%	-1.4%	.	-4%	COc1ccc(CCn2c(=O)[nH]c3cc(C(=O)NCCCN4CCOCC4)ccc3c2=O)cc1OC
-4%	.	-16%	6%	6%	0.1%	0.5%	2.0%	4%	COC(=O)N/N=C/c1ccc(-c2cccc(Cl)c2)o1

Entries of single compounds from above. Order of values: GPR55 antagonists	KOR beta-arrestin-1	HEK293 NOD2/NF-kB	SV40 large T antigen	MgcRacGAP inhibition	GPR55 activation	HIV fusion peptide	KOR beta-arrestin-2	NOD1 inhibition
Entry for Cc1ccc(Cl)cc1NC(=O)c1ccc(CSc2nnnn2C)cc1 = 2%	-21%	-2%	19%	9%	1.2%	1.6%	-5.6%	12%
Entry for COc1ccc(CCNC(=O)c2ccc3nc(N4CCOCC4)sc3c2)cc1OC = 6%	-17%[20 µM]	18%	.	8%	-0.1%	-1.4%	-0.6%	15%

Screening data deposited in PubChem by several laboratories.
